Bioassay records (PubChem BioAssay)
Apaf-1 inh – inhibitors of human Apaf-1 apoptosome, primary screen, biochemical, DEVD-Rh110 fluorescence, uHTS | Apoptotic protease-activating factor 1 (Homo sapiens), O14727 | reconstituted apoptosome caspase-3 activity | inhibition, % at 20 µM | 330,000 tested, 0.71% active | AID 489030, 2010; active = inhibition of at least 40% at 20 µM;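 also: plate controls were DMSO wells for no effect and DEVD-CHO caspase inhibitor wells for full effect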
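Material: reconstituted apoptosome with Apaf-1, cytochrome c, caspase-9, procaspase-3, dATP / Buffer or medium: pH 7.5 Hepes buffer with CHAPS, BSA, DTT / Also added: cytochrome c with DEVD-Rh110 / Schedule: compound with Apaf-1, dATP, procaspase-3 30 min, then 50 min reaction, room temperature / Technique: rhodamine 110 fluorescence at Ex 480/Em 540 nm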
PfG6PD inh – PfG6PD enzyme inhibitors, primary screen, biochemical, fluorescence intensity, uHTS. inhibition, % at 20 µM. glucose-6-phosphate dehydrogenase-6-phosphogluconolactonase (Plasmodium falciparum 3D7). AID 504690, 2011. PfGluPho enzyme, NADPH resazurin-diaphorase fluorescence. 350,000 tested, 0.78% active;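 active = inhibition reaching at least a set limit at 20 µM in the primary screen, cut at about 59% in these data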;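 also: 0% = DMSO wells with substrate and 100% = DMSO wells lacking glucose-6-phosphate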
SENP8 block-1 – SENP8 protease inhibitors, primary screen, biochemical, luminescence | Sentrin-specific protease 8 (Homo sapiens), Q96LD8 | purified SENP8, Z-RLRGG-aminoluciferin cleavage | inhibition, % at 10 µM | 330,000 tested, 1.2% active | AID 2540, 2010; in the data active = inhibition above about 50%
Target sequence (Q96LD8 whole entry, looked up): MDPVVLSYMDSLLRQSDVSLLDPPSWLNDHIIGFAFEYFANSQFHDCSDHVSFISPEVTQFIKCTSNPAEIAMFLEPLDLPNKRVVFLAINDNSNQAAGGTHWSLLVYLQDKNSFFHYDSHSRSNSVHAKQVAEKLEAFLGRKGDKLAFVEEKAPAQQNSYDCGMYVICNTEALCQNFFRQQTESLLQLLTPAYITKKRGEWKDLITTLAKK
SENP1 FRET inh – human SENP1 catalytic domain inhibitors, primary screen, biochemical, FRET, uHTS | Sentrin-specific protease 1 (Homo sapiens), Q9P0U3 | 360,000 tested, 0.21% active | inhibition, % at 10 µM | recombinant SENP1 catalytic domain, CyPet-SUMO1-YPet FRET cleavage;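 active = inhibition at least 30% at 10 µM, raw YFP signal under a set limit, fluorescence ratio 0.5 to 1.5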;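 also: 0% = enzyme with DMSO and 100% = no enzyme wells; some results filed as inactive read as strong as hits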
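Material: hSENP1 catalytic domain, recombinant; medium: Tris pH 8 with BME, BSA, NP40 and catalase; compound: single concentration of 10 µM compound, 0.5% DMSO final; technique: FRET read of cyan and yellow fluorescence; timing: 50 min enzyme reaction, room temperature, light-protected; reagent: SFCypet-SUMO1-SFYpet substrate at 25 nM; control set: no-enzyme low, enzyme-DMSO high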
SENP7 inh – SENP7 protease inhibitors, primary screen, biochemical, luminescence, uHTS; Sentrin-specific protease 7 (Homo sapiens), Q9BQF6; recombinant SENP7, Z-RLRGG-aminoluciferin luminescence, 40 min; inhibition, % at 5 µM; 330,000 tested, 1.5% active; AID 434973, 2010;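 active = inhibition above about 50% at the single test dose, limit read from the data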;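 also: plate controls were DMSO with enzyme for no effect and no enzyme buffer wells for full effect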
HKDC1 inh – HKDC1 hexokinase inhibitors, primary screen, biochemical, fluorescence, uHTS; Q2TB90; recombinant HKDC1, G6PDH/diaphorase resazurin coupled fluorescence; inhibition, % at 20 µM; 340,000 tested, 0.16% active;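 active = inhibition above about 35% when tested at 20 µM, limit read from the data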;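 also: plate controls were DMSO wells with enzyme for no effect and DMSO wells lacking enzyme for full effect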
Target sequence (Q2TB90 whole entry, looked up): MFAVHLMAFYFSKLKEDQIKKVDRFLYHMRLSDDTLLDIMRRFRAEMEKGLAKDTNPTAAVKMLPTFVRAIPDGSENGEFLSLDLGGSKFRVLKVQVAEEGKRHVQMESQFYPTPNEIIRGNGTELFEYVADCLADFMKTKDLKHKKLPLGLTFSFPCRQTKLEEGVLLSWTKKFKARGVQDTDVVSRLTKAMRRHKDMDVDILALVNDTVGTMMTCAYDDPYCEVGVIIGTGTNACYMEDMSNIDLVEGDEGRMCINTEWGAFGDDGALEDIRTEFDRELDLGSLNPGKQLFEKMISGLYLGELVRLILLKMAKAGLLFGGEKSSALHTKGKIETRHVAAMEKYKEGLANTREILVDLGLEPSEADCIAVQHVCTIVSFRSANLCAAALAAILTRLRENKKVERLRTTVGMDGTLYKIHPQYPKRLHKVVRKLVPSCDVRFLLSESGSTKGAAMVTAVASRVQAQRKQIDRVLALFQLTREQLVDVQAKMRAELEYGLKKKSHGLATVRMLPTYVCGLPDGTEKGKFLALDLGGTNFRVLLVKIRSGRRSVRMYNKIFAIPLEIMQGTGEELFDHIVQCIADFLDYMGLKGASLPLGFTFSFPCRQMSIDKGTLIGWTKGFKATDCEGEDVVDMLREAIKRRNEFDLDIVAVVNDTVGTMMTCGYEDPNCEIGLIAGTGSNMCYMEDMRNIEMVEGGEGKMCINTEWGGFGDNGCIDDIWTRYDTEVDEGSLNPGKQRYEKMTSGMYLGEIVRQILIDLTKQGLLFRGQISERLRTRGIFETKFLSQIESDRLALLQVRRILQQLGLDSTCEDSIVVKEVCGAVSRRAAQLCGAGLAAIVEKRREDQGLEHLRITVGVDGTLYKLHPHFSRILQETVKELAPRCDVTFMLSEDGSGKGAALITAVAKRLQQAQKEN
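Assay system – recombinant HKDC1 (HK5) hexokinase enzyme, produced in-house · Input – HKDC1 at 5 µg/mL · Reagent – glucose plus 1 mM ATP as hexokinase substrates · Timing – 90 min reaction incubation at room temperature, dark · Measured by – G6PDH/diaphorase-coupled fluorescence, 1 mM NADP, 100 µM resazurin, 525/613 nm · Benchmarks – DMSO-enzyme wells negative, buffer-substituted wells positive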
SENP8 block-2 – human SENP8 protease inhibitors, primary screen, biochemical, fluorescence, Nedd8 protein substrate, uHTS; AID 602440, 2012; recombinant SENP8; 360,000 tested, 0.64% active; Sentrin-specific protease 8 (Homo sapiens), Q96LD8; inhibition, % at 20 µM; in the data active = inhibition mostly above about 40%, no sharp cut-off; inactive = mostly below about 27%
SENP6 block – SENP6 protease inhibitors, primary screen, biochemical, luminescence, uHTS. 330,000 tested, 1.8% active. Recombinant SENP6 catalytic domain, aminoluciferin luminescence. Sentrin-specific protease 6 (Homo sapiens), Q9GZR1. inhibition, % at 10 µM;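 active = inhibition above about 50% at the single tested dose, limit read from the data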;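 also: plate controls were DMSO wells with enzyme for no effect and DMSO wells lacking enzyme for full effect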
* hit, by the source's call; · = no result given.

SMILES	Apaf-1 inh	PfG6PD inh	SENP8 block-1	SENP1 FRET inh	SENP7 inh	HKDC1 inh	SENP8 block-2	SENP6 block
CCn1nnnc1SCC(=O)NC1CCCC1	-8	-13	4	0	0	-5	27	-6
COc1ccc(S(=O)(=O)n2ccc(-c3cnc(-c4ccccc4)s3)n2)cc1	10	5	-2	1	-1	0	-381	10
Cc1cc(=O)oc2cc(OCC(=O)N3CCN(C(=O)C4COc5ccccc5O4)CC3)ccc12 (stereo not drawn)	15	1	-10	0	-7	-6	-174	-18
Cc1c(C(=O)Nc2c(C)n(C)n(-c3ccccc3)c2=O)oc2ccc(Cl)cc12	14	-2	-2	3	6	3	-3	-5
Cn1ncc2c(NNC(=O)c3ccc(Cl)c(Cl)c3)ncnc21	-4	-6	3	-5	-1	13	-20	3
CS(=O)(=O)c1ccccc1-c1nnc(NC(=O)c2ccc(S(=O)(=O)N3CCCC3)cc2)o1	-7	-22	0	0	5	-6	8	1
Cc1nnc(NC(=O)C2c3ccccc3Oc3ccccc32)s1	8	23	3	-1	4	-6	23	-6
COc1ccc(OC)c(Cc2nnc(CCC(=O)NCc3ccsc3)o2)c1	8	-9	-8	1	-10	-5	2	-15
COc1ccc(C2OC(=O)CC2C(=O)NC2CCCCCC2)cc1OC (stereo not drawn)	8	-12	-1	2	8	1	9	-10
O=c1c2cnn(-c3ccccc3)c2nc(-c2ccco2)n1-c1ccccc1	15	-6	0	-10	2	0	-8	11
CN(Cc1nc2ccccc2n1C)S(C)(=O)=O	1	-3	-5	0	5	-11	3	-7
O=S(=O)(NC1CCN(S(=O)(=O)c2c(F)cccc2F)C1)c1ccc2c(c1)OCCO2 (stereo not drawn)	-4	4	-3	4	-3	-4	16	8
O=C(NNC(=O)c1cc2ccccc2cc1O)NC1CCCCC1	13	-13	-12	12	-11	-2	-45	-10
Nc1ccn([C@@H]2O[C@H](COS(=O)(=O)O)[C@@H](O)[C@H]2O)c(=O)n1	8	5	-17	0	-9	2	11	-19
CCCCn1c(N)c(N(CC)C(=O)CSCc2ccc(C)cc2)c(=O)[nH]c1=O	1	9	0	-11	2	-5	-6	-4
O=[N+]([O-])c1ccc(C[n+]2cc(-c3ccccc3)n3c2CCCCC3)cc1	-1	-5	-1	-1	-3	0	22	-5
Cc1nc(S(=O)(=O)c2ccc(Cl)cc2)c(NCc2ccccc2)o1	-4	0	0	2	15	6	5	-4
Cc1ccc(NNC(=O)c2ccc(Cl)cc2)nn1	-5	6	2	-1	-1	-3	7	-11
Cc1nn2c(=O)c(NC(=O)c3ccc(F)cc3)cnc2s1	1	3	-7	1	8	-9	14	-14
CNC[C@@H](CC1CCCCC1)NC[C@H](CC(C)C)NCCc1cccc(C(F)(F)F)c1	29	-6	-19	-2	5	-5	0	-47
Cc1cccn2c(=O)c(/C=C(\C#N)C(N)=O)c(N3CCN(c4cccc(Cl)c4)CC3)nc12	28	10	3	-71	-3	1	-151	-8
CCc1cc(CNC(=O)c2ccc(OC3CCN(C(C)=O)CC3)c(OC)c2)on1	-11	4	6	2	-2	-3	20	11
CCOC(=O)[C@@H]1[C@H]2COc3cc(OC)ccc3[C@H]2N2C(=O)N(c3cccc(F)c3)C(=O)[C@@]12C	13	16	-1	2	-2	2	10	-11
Cc1cnc(C(=O)NCc2ccc(F)cc2)cn1	3	12	4	-1	0	-3	-15	-3
Cc1c(CC(=O)NCC(=O)O)c(=O)oc2cc3oc4c(c3cc12)CCCC4	11	-14	-1	-20	4	-2	-329	13
CC(C)n1nnnc1-c1ccc(Cl)cc1	2	-11	-5	1	-6	-5	14	6
Cc1ccc(C(c2ccc(C)c(C)c2)C(O)C2OC(=O)C(O)C2O)cc1C (stereo not drawn)	·	-14	·	0	·	14	10	·
Cc1ccc(S(=O)(=O)N2CCCCC2)cc1NC(=O)COC(=O)Cc1ccc(Cl)cc1	10	8	7	2	4	16	2	0
Cc1sc(NC(=O)/C=C/c2ccc3c(c2)OCO3)nc1-c1ccccc1	-13	11	4	0	-2	-3	-226	-9
Cc1c(C(=O)NC(=S)Nc2ccc(N3CCOCC3)cc2)cccc1[N+](=O)[O-]	1	9	2	1	0	-10	7	-6
CCCOc1ccc(NC(=O)C2CCCNC2=O)cc1 (stereo not drawn)	-22	0	4	0	1	-3	4	-9
COC(=O)CC1c2cc(OC)c(OC)cc2CC(=O)c2cc(OC)c(OC)cc21 (stereo not drawn)	1	16	2	-9	-2	-5	2	8
COC(=O)c1cc(NC(=O)c2ccoc2C)cc(C(=O)OC)c1	3	-4	0	0	0	2	-8	-8
CCc1ccc2nc3sc(C(=O)O)cc3cc2c1	10	-4	37	-1	4	-6	-33	50*
O=C(Nc1ccccc1)N1CCc2scc[n+]2-c2ccccc21	4	26	9	-2	-4	12	5	-2
COc1cc(-c2noc(C)c2C#CCO)cc(OC)c1OC	4	-1	-17	2	-11	-4	14	-9

Look-ups from the entries so far:
Reading of `Cc1ccc(S(=O)(=O)N2CCCCC2)cc1NC(=O)COC(=O)Cc1ccc(Cl)cc1` under HKDC1 inh: 16
Reading of `CC(C)n1nnnc1-c1ccc(Cl)cc1` under HKDC1 inh: -5

Profiles as entered above.
O=C(Nc1ccccc1)N1CCc2scc[n+]2-c2ccccc21 is listed with Apaf-1 inh = 4; PfG6PD inh = 26; SENP8 block-1 = 9; SENP1 FRET inh = -2; SENP7 inh = -4; HKDC1 inh = 12; SENP8 block-2 = 5; SENP6 block = -2
CC(C)n1nnnc1-c1ccc(Cl)cc1 is listed with Apaf-1 inh = 2; PfG6PD inh = -11; SENP8 block-1 = -5; SENP1 FRET inh = 1; SENP7 inh = -6; HKDC1 inh = -5; SENP8 block-2 = 14; SENP6 block = 6

(continued)
SMILES	Apaf-1 inh	PfG6PD inh	SENP8 block-1	SENP1 FRET inh	SENP7 inh	HKDC1 inh	SENP8 block-2	SENP6 block
CCOC(=O)CN1N=C(c2ccc(Cl)cc2)CCC1=O	0	-2	-10	-1	-7	-5	9	-8
O=C(CN1CCOCC1)Nc1cccc(S(=O)(=O)N2CCCCCC2)c1	-11	-4	-2	2	-3	-1	14	-14
COc1ccc(C)cc1-n1c(SCC(=O)Nc2cccc(C(=O)O)c2)nc2ccccc2c1=O	-28	-44	-4	4	3	-2	0	12
C[C@]12c3[nH]c4cc(-c5ccco5)ccc4c3CCN1C(=O)[C@@H](CC(=O)NCc1ccco1)C[C@@H]2C(=O)N1CCCCC1	28	26	·	-14	-4	-2	-334	·
CC(=O)N1CCC(=NNc2ccc(S(N)(=O)=O)cc2[N+](=O)[O-])CC1	-15	-1	-3	3	-4	-3	23	-4
CC(=O)N1c2ccc(S(=O)(=O)N3CCC(C(=O)Nc4cccc(Cl)c4)CC3)cc2CC1C (stereo not drawn)	16	0	10	1	0	5	12	13
O=C(COC(=O)c1nc(Cl)ccc1Cl)NCc1ccccc1	-6	-8	0	0	5	-9	-1	-8
CCOC(=O)/C(=C\c1ccc(OC)c(OC)c1)C(=O)c1cccnc1	2	3	-1	0	-4	-3	-11	-12
CCOc1ccc(CN2CCN(C/C=C/c3ccc(OC)cc3)CC2CCO)cc1 (stereo not drawn)	19	8	1	0	5	2	19	-13
O=C(N[C@@H](CCC/[N+]([O-])=C/c1ccccc1)C(=O)O)OCc1ccccc1	7	11	·	2	-2	-5	7	·
O=C(NCc1ccccn1)c1cccc(NS(=O)(=O)c2cccc(F)c2)c1	-43	-24	0	2	8	-11	19	9
CN1CCN(NC(=O)c2ccc(Cl)cc2Cl)CC1	2	-28	-6	1	-5	-6	23	9
Cc1cc(C)nc(N2C(=O)CC(C(=O)O)NC2=NCCc2c[nH]c3ccccc23)n1 (stereo not drawn)	-1	-18	1	2	3	5	-4	-22
Cc1ccc(C)c(NC2CCCCC2NS(=O)(=O)c2ccccc2)c1 (stereo not drawn)	28	12	-15	0	-21	1	11	-21
O=C(NC1CCCCC1)[C@@H]1CSC2c3ccccc3C(=O)N21 (stereo partly drawn)	-2	-12	7	2	-1	-2	11	11
Cc1ccc(S(=O)(=O)CCC(O)c2ccc(Cl)cc2)cc1 (stereo not drawn)	7	-3	-2	0	7	0	10	0
COc1cccc(/C=N/NC(=O)CNC(=O)C(c2ccccc2)c2ccccc2)c1O	15	-38	43	-19	4	-10	-267	52*
CCOC(=O)c1c(CC(C)C)csc1NC(=O)CCl	16	-13	0	1	-2	20	33	0
CCOC(=O)C(C(=O)OCC)C(CC(=O)C1CC1)c1ccccc1 (stereo not drawn)	-13	0	0	3	4	-7	15	-9
CC(C(=O)N1CCN(c2ccc(Cl)cc2)CC1)c1ncc(C(F)(F)F)cc1Cl (stereo not drawn)	21	-3	-8	5	-12	-4	0	-7
CC(C)NC(=O)c1cnn2c1NC(c1cccs1)CC2C(F)(F)F (stereo not drawn)	5	-1	-4	-2	-7	-3	27	3
CCOC(=O)c1cnc(NCc2ccccc2)nc1C	10	-17	-20	1	-18	0	6	-9
Cc1ccc(C)c(OCc2cc(C(=O)N3CCOCC3)no2)c1	-5	2	-4	-2	-4	-2	-1	1
O=C(NC1CCCC1)c1noc2c1CCCCC2	-1	7	-7	0	3	1	6	-5
Cc1ccc2oc(=O)c(-c3ccc(O)cc3)c(C)c2c1	15	9	-11	3	-1	-3	-256	-2
C=CCn1c(SCC(=O)NC(=O)NCc2ccco2)nc2sc(C)c(C)c2c1=O	11	-1	-2	-1	-6	-5	4	-14
CC(=O)Nc1ccc(S(=O)(=O)NCCC(=O)OCC(=O)c2ccccc2)cc1	-2	-25	-5	2	-13	0	-1	3
COc1ccc(CCNC(=O)c2ccc3c(c2)NC(=O)C(N2CCOCC2)S3)cc1OC (stereo not drawn)	-8	10	1	1	-5	-4	23	-8
CCC1(c2ccccc2)NC(=O)N(CC(=O)NCc2ccncc2)C1=O (stereo not drawn)	1	-3	-8	-1	-6	3	0	-10
Cc1cccc(N2CCN(C(=O)c3cccc(N4C(=O)C5C6C=CC(C6)C5C4=O)c3)CC2C)c1 (stereo not drawn)	6	-11	-2	1	-2	-4	10	5
CC(C)c1ccc(/C=C/C(=O)NC2CCCCC2)cc1	9	7	-14	1	0	-2	21	-24
CCN(CC)S(=O)(=O)c1cccc(NC(=O)COC(=O)c2ccc(Br)o2)c1	19	-11	4	3	2	2	7	2
CCCNC(=O)/C=C/C(=O)O	-13	-4	-4	-2	1	-7	12	3
CCOC(=O)c1c(C)[nH]c(C)c1C(=O)COC(=O)Cc1n[nH]c(=O)c2ccccc12	3	0	-17	-2	-5	5	-4	-8
COC(=O)C1=C(C(=O)OC)SC2(S1)C(C(=O)OC)=C(C(=O)OC)SC1=C2c2cc(C)ccc2NC1(C)C	23	72*	-1	-1	-2	-19	38	-6
